Assay outcomes deposited in PubChem by National Center for Advancing Translational Sciences (NCATS).
DRD3 agonist – agonists of human D3 dopamine receptor; max activation, %; D3R DiscoveRx beta-arrestin cells, luminescence, 90 min; P35462; hit rate 0.58% among 410,000; AID 652048; in the data active means max activation above about 30%; further: 0% is about no effect; mostly tested at two doses, the higher about 12 µM
Target sequence (P35462 whole entry, looked up): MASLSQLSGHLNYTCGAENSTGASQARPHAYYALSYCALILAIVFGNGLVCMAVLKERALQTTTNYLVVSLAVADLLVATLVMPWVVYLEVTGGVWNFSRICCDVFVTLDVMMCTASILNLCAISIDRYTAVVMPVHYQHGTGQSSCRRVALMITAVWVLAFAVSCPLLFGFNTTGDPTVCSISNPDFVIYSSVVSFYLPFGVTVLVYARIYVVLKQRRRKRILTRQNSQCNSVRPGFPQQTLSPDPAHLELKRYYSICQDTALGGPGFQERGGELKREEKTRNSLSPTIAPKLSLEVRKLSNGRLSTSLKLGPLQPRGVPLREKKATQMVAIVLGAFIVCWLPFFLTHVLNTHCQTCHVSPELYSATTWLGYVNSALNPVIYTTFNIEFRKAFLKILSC
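Agonist mode: compounds and dopamine controls were applied to plated cells for 90 min at 37 degrees C after an overnight attachment at 1500 cells/well. Luminescent read-out followed 30 - 60 minutes at room temperature with DiscoveRx detection reagent.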
HEK293 tox – cytotoxicity counter-screen for GLP-1 receptor inverse agonists | HEK293 cAMP-luciferase reporter cells, luminescence, 24 h | Potency, µM (highest dose often 38.3 µM), for the others: at the top dose activity change, negative = inhibition, usual class: inhibitors | hit rate 0.13% among 410,000;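 further: loss of luciferase light is scored as toxicity; potency means the concentration at half of the fitted maximal effect; on the % scale 0 is the no-effect control and ±100 the full control effect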
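MLSMR compounds, 24 hr on cells at 37 deg C/5% CO2; luminescence after luciferase reagent (12 min RT). Inhibition counted as the undesired cytotoxic outcome.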
GLP1R inv ag – inverse agonists of human GLP-1 receptor. P43220. Potency, µM (top dose mostly 38.3 µM), without a hit: at the top dose activity change, negative = inhibition, most hits filed as inhibitors. AID 624417. HEK293 GLP-1R CRE-luciferase, luminescence, 24 h; GLP-1R form is constitutively active. hit rate 1.6% among 410,000; further: potency means the concentration at half of the fitted maximal effect; on the % scale 0 is the no-effect control and ±100 the full control effect; nearly all actives have a fitted effect of over 55% in size
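Constitutively active GLP-1R drives a cAMP-responsive luciferase in stably transfected HEK293 cells; test compounds are added after overnight (12 h) attachment and left 24 hr, and signal loss in luminescence marks inhibition.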
TDP43 rescue – TDP-43 toxicity inhibition in yeast; Potency, µM (series often up to 46.1 µM), without a hit: at the highest dose growth rescue (activation), most hits filed as activators; AID 652104; hit rate 1.8% among 410,000; TDP-43 expressing yeast growth rescue, BacTiter-Glo, 24 h; further: potency means the concentration at half of the fitted maximal effect; % of control where 0% means no effect; nearly all actives have a fitted effect of over 50% in size
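Yeast expressing TDP-43 (pregrown in raffinose, seeded at OD600=0.02 in galactose medium) exposed to compounds 24 hr at 30 deg C. Growth read by BacTiter-Glo luminescence; rescue of toxicity appears as increased signal.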
aSyn yeast inh – rescues yeast growth from alpha-synuclein toxicity | hit rate 0.14% among 370,000 | Potency, µM (series often up to 46.1 µM), without a hit: top-dose growth rescue (activation), actives largely listed as activators | AID 652106 | Yeast expressing alpha-synuclein, growth rescue, BacTiter-Glo, 24 h; further: potency means the concentration at half of the fitted maximal effect; % of control where 0% means no effect; nearly all actives have a fitted effect of over 65% in size
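Galactose-induced alpha-syn yeast (OD600=0.02, raffinose-pregrown) + pinned cpd, 24 hr, 30 deg C; growth by BacTiter-Glo luminescence. Growth restoration scores as activation.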
PTHR1 ag – PTHR1 (human) receptor agonism | hit rate 0.075% among 410,000 | Q03431 | Potency, µM (series often up to 115 µM), for inactives: at the highest dose activation, hits mostly activators | HEK293 GP2 PTHR1 cells, GloSensor cAMP luminescence, 1 h; further: potency means the concentration at half of the fitted maximal effect; nearly all actives have a fitted effect of over 55% in size; some results filed as inactive show a strong effect at the top dose; inactives centre near -15; many of its hits are not listed in these tables
Target sequence (Q03431 whole entry, looked up): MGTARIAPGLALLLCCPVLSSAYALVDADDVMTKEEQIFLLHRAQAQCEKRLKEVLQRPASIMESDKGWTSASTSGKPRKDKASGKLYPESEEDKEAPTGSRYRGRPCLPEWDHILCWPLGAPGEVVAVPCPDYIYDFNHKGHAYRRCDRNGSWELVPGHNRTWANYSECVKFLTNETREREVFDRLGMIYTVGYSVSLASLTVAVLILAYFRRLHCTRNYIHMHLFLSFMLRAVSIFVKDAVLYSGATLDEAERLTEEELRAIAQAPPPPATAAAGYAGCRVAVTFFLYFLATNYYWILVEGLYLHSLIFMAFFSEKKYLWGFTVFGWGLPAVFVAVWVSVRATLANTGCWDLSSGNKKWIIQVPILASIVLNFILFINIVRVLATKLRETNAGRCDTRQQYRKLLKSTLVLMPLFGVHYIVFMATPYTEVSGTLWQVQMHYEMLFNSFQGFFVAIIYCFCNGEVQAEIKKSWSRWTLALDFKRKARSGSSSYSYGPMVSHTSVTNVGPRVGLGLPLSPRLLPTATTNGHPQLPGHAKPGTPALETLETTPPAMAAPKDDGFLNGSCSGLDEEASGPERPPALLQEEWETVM
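HEK-293-derived GP2 cells expressing PTHR1 and a GloSensor cAMP reporter, 3,000/well, plated overnight, given luciferin plus IBMX (each 0.5 mM as added) for 1 h at 37 °C, then compound for 1 h at 37 °C. Luminescence was read after 15 min at room temperature.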
KB-V1 MDR tox – KB-V1 MDR subline cytotoxicity. Potency, µM (highest dose often 46.1 µM), for the others: at the highest dose activity change, negative = cytotoxicity, actives largely listed as cytotoxic. KB-V1 MDR cells viability, CellTiter-Glo, 72 h. hit rate 3.4% among 400,000; further: potency means the concentration at half of the fitted maximal effect; on the % scale 0 is the no-effect control and ±100 the full control effect; nearly all actives have a fitted effect of over 60% in size
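Cytotoxicity via CellTiter-Glo luminescence after 72 h compound exposure at 37 degrees C. Cells: drug-selected KB-V1 line, DMEM phenol-red free plus 10% FBS. Compounds tested at multiple concentrations; normalized data fitted to concentration-effect curves.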
D3 antag – antagonists of human D3 dopamine receptor. D3R cells, DiscoveRx beta-arrestin luminescence, antagonist mode; hits give low values. P35462. max response, negative = inhibition, %. hit rate 2.5% among 360,000; in the data active means max response below about -50%; inconclusive means no clear call, values can overlap the other calls; further: on the % scale 0 is the no-effect control and ±100 the full control effect; mostly tested at two doses, the higher about 12 µM
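Cells plated overnight at 1500 cells/well, then exposed to library compounds with dopamine controls for 90 minutes at 37 degrees C. DiscoveRx reagent added for 30–60 minutes at room temperature; luminescence read, quantitative HTS format.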
GLP1R ag – agonists of human GLP-1 receptor | AID 624172 | Potency, µM (doses to about 45.6 µM), without a hit: at the highest dose activation, usual class: activators | HEK293 GLP-1R CRE-luciferase, luminescence, 4-6 h; cells express a hypersensitive GLP-1R form | hit rate 0.007% among 380,000; further: potency means the concentration at half of the fitted maximal effect; % of control where 0% means no effect
An asterisk follows results filed as active; i = inactive; ? = inconclusive; . = no result given; [ ] = dose if it differs, or a comment. Unless noted, the call rests on the fitted dose curve; in most records, active means well fitted curve in the direction sought with a large enough effect; inconclusive means small, poorly fitted or top-dose-only effect, or another doubt; inactive means no such curve, though single readings can be large; an effect the other way counts as inactive or inconclusive.

SMILES	DRD3 agonist	HEK293 tox	GLP1R inv ag	TDP43 rescue	aSyn yeast inh	PTHR1 ag	KB-V1 MDR tox	D3 antag	GLP1R ag
C[C@@H]1CCC(=O)N(C[C@@H](C)CSc2ccccc2)CC1	1	2%	?	19%	14%	-35%[inhibitor]	?	-13	23%
COc1cc(CN(C)Cc2cccc3ccccc23)cc([N+](=O)[O-])c1O	-15	-26%	-7%	4%	-3%	i	?	?	4%
CCc1ccc(S(=O)(=O)c2cn(C)c3cc(N4CCN(CC)CC4)c(F)cc3c2=O)cc1	4	0%	11%	18%	.	i	18%	.	.
CCCCOC(=O)CSC1=C(C#N)C(c2ccccc2OC)C(C#N)C(=O)N1 (stereo not drawn)	-6	14%	-16%	-13%	1%	i	-10%	-30	3%
Cc1ccc(N=Cc2sc(O)c3ccccc23)c(C)c1	7	-13%	0%	18%	1%	i	7%	35	6%
CC(C)(C)c1ccc(-n2ncc3c2CCCC3NC(=O)CN2CCCC2=O)cc1 (stereo not drawn)	12	-4%	-20%	19%	2%	-35%[inhibitor]	8.2µM*	34	-2%
O=c1cc(-c2ccc(O)cc2)oc2c1ccc1ccccc12	-8	0%	12%	2%	2%	28%	-14%	54	6%
CC(c1n[nH]c(=S)n1-c1ccc(Cl)cc1)N(C)C (stereo not drawn)	-8	13%[1.53 µM]	7%	0%	-5%	-27%	-4%	-2	4%
COc1ccccc1NS(=O)(=O)c1ccc(C(N)=O)cc1	5	9%	-6%	-13%	-3%	5%	-2%	-13	3%
COc1ccc(-c2cccc(NS(=O)(=O)c3cc(C)ccc3OC)c2)nn1	-11	7%	1%	7%	.	i	?	.	.
CC(C)C(=O)Nc1ccc2c3c(cccc13)CC2	-15	4%	-4%	4%	2%	i	-28%	-7	13%
CCN(CC)S(=O)(=O)c1ccc2[nH]c(=O)cc(C(=O)Nc3ccccc3N3CCOCC3)c2c1	4	4%	21%	-10%	2%	i	.	6	-2%
CC(=O)O/N=C1\C(=O)N(Cc2ccc(C)cc2)c2ccccc21	-6	-30%	?	18%	21%	i	-26%	-16	11%
CN(c1cccc(Cl)c1)S(=O)(=O)c1cccc(C(=O)Nc2ccc3c(c2)CCC3)c1	-4	-3%	?	-2%	1%	-28%	?	1	-4%
Cc1ccc(NC(/C=C/N(C)C)=C/C(=O)C(F)(F)F)c(C)c1	11	-20%	?	-9%[1.82 µM]	5%	-2%	-34%	13	7%
Oc1c(C(c2ccccc2)N2CCCC2)sc2nc(-c3ccco3)nn12 (stereo not drawn)	-12	4%	7%	9%	.	5%	.	.	.
CC1CCCCC1N(C)C1CCN(C(=O)CNC(=O)/C=C/c2cccc(Cl)c2)CC1 (stereo not drawn)	0	2%	22%	20%	-7%	i	1%	-27	3%
CCOc1cc(/C=N/NC(N)=O)cc(Br)c1OCC(=O)Nc1ccccc1C	1	-14%	0%	7%	-1%	-13%[57.5 µM]	?	43	16%
C[C@H](NC(=O)c1nc[nH]c1C(=O)N[C@@H](CCCCNC(=O)OC(C)(C)C)C(=O)OC(C)(C)C)c1ccccc1	7	-8%	?	22%	0%	-10%	21µM*	0	-4%
COCCN(C(=O)C(C)C)c1nnc(-c2ccc(C)cc2)s1	-3	64%	?	17%	5%	i	-5%	-19	21%
O=C(Nc1ccccc1)OCc1ccccn1	-6	14%	40%[activator]	8%	-4%	i	5%	6	3%
CC(C)c1ccc(OCC(=O)NC2=NCCS2)cc1	-3	8%[7.66 µM]	15%[7.66 µM]	20%	-12%	-18%	1%	-1	3%
C=CCN(c1ccccc1)S(=O)(=O)c1cccc(C(=O)Nc2nnc(SCC)s2)c1	22	-3%	-9%	-4%	2%	-40%[inhibitor]	9%	105	0%
O=C(COC(=O)Cc1c[nH]c2ccccc12)Nc1ccccc1C(F)(F)F	-4	2%	-9%	18%	8%	-1%	-3%	-25	14%
COc1ccc(C(=O)CSc2nc(-c3ccccn3)nc(C)c2Cl)cc1	-18	11µM*	?	?	-11%	-40%[inhibitor]	0%	-60*	2%
O=C(COc1ccc(Cl)cc1)Nc1cc(S(=O)(=O)N2CCCCC2)ccc1N1CCCCC1	13	0%	-8%	-11%	1%	-25%	-11%	-10	2%
OC[C@H]1OC(O)[C@@H](O)[C@@H](O)[C@@H]1O (stereo partly drawn)	4	0%	1%	13%	-1%	-14%	1%	11	-6%
O=C(Nc1ccccc1)c1cn(-c2ccccc2)nc1-c1ccccc1	-12	-1%	-2%	7%	.	i	0%	.	.
COc1ccc(C(=O)CSC(=S)N2CCCCC2)cc1	1	2%	-18%	?	3%	-48%[inhibitor]	6%	0	-8%
Cn1c(=O)[nH]c2cc(-c3noc(-c4ccc(F)cc4)n3)ccc21	7	-4%	18%	18%	.	-10%	-11%	.	.
Cc1ccc(CN(C)C(=O)CN2C(=O)NC(c3ccccc3)(c3ccccc3)C2=O)c(C)c1	2	-15%	3.5µM*	12%	?	-7%	-24%	3	-1%
Cc1ccc(C(=O)N2CCCC(Nc3ccc(F)c(F)c3)C2)cn1 (stereo not drawn)	-7	3%	-10%	0%	-7%	?	-12%	-24	7%
CCOc1ccccc1C(=O)N1CCN(c2ccc(C(F)(F)F)cn2)CC1	10	1%	?	5%	6%	-27%	?	12	15%
COCCN1C(=O)c2ccccc2C(C(=O)NCCCN2CCCC2)C1c1c[nH]c2ccccc12 (stereo not drawn)	-5	8%	19%	-10%	-8%	i	11%	-7	-4%
Cc1cc(C)cc(C(=O)NCC(=O)OC(C)C(=O)N(C)c2ccccc2)c1 (stereo not drawn)	-3	-28%	4%	12%	3%	i	2%	-10	6%
COc1cccc(OCc2cc(C(=O)N(C)CCC3CCCCO3)no2)c1 (stereo not drawn)	2	17%	-15%	6%	3%	-28%	?	19	3%
CCc1c(C)c2ccc(OCC(=O)NCC3CCC(C(=O)O)CC3)c(C)c2oc1=O (stereo not drawn)	14	1%	20%	4%	1%	?	-19%	6	8%
COc1ccccc1CNC(=O)c1cc2c(-c3ccc(Cl)cc3)nn(C)c2s1	-8	-6%	7%	-1%	.	?	.	.	.
NC1=NC(=O)/C(=C/c2ccccc2OS(=O)(=O)c2ccc3ccccc3c2)S1	3	-4%	-1%	21%	1%	-5%	5%	-2	-2%
CS(=O)(=O)N1CCN(c2ccc(NC(=O)COc3ccccc3)cc2)CC1	-1	-6%	-1%	-12%	-6%	-17%	-9%	-5	4%
Nc1nc2ccc(C(=O)Nc3ccc(N4CCOCC4)cc3)cc2s1	6	-18%	6%	12%	5%	-10%	9%	4	6%
CCSc1nnc2c(n1)OC(c1ccc(C(=O)O)cc1)N(C(C)=O)c1ccccc1-2 (stereo not drawn)	-3	-2%	8%	1%	-7%	-9%	-2%	6	-5%
COc1ccc(OC)c(/C=N/N(CCC#N)C2=NS(=O)(=O)c3ccccc32)c1	-1	21%	17%	-2%	-14%	-38%[inhibitor]	6%	8	5%
COc1cc(CCC(=O)Nc2nccs2)cc(OC)c1OC	2	-9%	19%	27%	1%	-23%	2%	0	0%
O=C(CN(Cc1ccco1)C(=O)c1ccc(Cl)cc1)Nc1c(Cl)cc(Cl)cc1Cl	-15	-2%	-12%	-20%	0%	-5%	-11%	19	7%
O=[N+]([O-])c1ccc(/C=N/Nc2ccc3ccccc3c2)o1	-19	?	?	-18%	-23%	-61%[inhibitor]	-14%	-89*	-3%
CCOc1ccc(C(=O)NCC(=O)NNC(=O)c2ccco2)cc1OCC	-23	11%	11%	-21%	-6%	-13%	.	-29	4%
COc1ccc(-c2ccc(NS(=O)(=O)c3cccc([N+](=O)[O-])c3)cc2)nn1	2	7%	2%	1%	-4%	-27%	-17%	-27	-1%
COC(=O)c1c(NC(=O)c2cc(=O)c3ccc(C)c(C)c3o2)sc2c1CCCC2	2	-3%	4%	14%	.	-31%[inhibitor]	4%	.	.
O=C(COC(=O)c1cc(=O)[nH]c2ccccc12)Nc1cccc(S(=O)(=O)N2CCOCC2)c1	-4	-11%	-4%	-2%	1%	i	0%	-11	-3%
Next part.
SMILES	DRD3 agonist	HEK293 tox	GLP1R inv ag	TDP43 rescue	aSyn yeast inh	PTHR1 ag	KB-V1 MDR tox	D3 antag	GLP1R ag
CCOC(=O)c1cc2c(=O)n3ccccc3nc2n(CC(C)C)c1=NC(=O)COc1ccc(Cl)cc1	-13	185%[activator]	0%	0%	.	-67%[inhibitor]	-4%	.	.
CCOC(=O)C1=C(COC(=O)/C=C/c2ccc(F)cc2)NC(=O)NC1C (stereo not drawn)	1	-5%	3%	7%	-11%	-39%[inhibitor]	17%	15	11%
COc1ccc(N(CC(=O)NC2CCCCCC2)S(=O)(=O)c2c(C)nn(C)c2C)cc1	-3	2%	5%	-12%	-1%	i	8.2µM*	-5	3%
COc1ccc(CCNC(=O)/C=C/c2ccco2)cc1	0	-1%	2%	0%	2%	i	?	0	-1%
C=CCSC1=N/C(=C\c2ccc(C(=O)O)cc2)C(=O)S1	2	-2%[7.66 µM]	-7%[7.66 µM]	5%[9.22 µM]	6%	-4%	6%	13	0%
C[C@@H]1CN([C@H](C)CO)C(=O)Cc2cc(NS(=O)(=O)c3ccc(Cl)cc3)ccc2O[C@H]1CN(C)Cc1ccc(C(F)(F)F)cc1	37*	-56%	10µM*	2%	1%	-8%	?	17	-4%

Compounds from the list above containing a tert-butyl group, in the order listed:
SMILES	DRD3 agonist	HEK293 tox	GLP1R inv ag	TDP43 rescue	aSyn yeast inh	PTHR1 ag	KB-V1 MDR tox	D3 antag	GLP1R ag
CC(C)(C)c1ccc(-n2ncc3c2CCCC3NC(=O)CN2CCCC2=O)cc1 (stereo not drawn)	12	-4%	-20%	19%	2%	-35%[inhibitor]	8.2µM*	34	-2%
C[C@H](NC(=O)c1nc[nH]c1C(=O)N[C@@H](CCCCNC(=O)OC(C)(C)C)C(=O)OC(C)(C)C)c1ccccc1	7	-8%	?	22%	0%	-10%	21µM*	0	-4%

Some of the compounds tested; rates above refer to the full screens.
